Compound activity from PubChem BioAssay.
Tau ThT inhib = tau fibrillization inhibition (ThT binding); P10636; recombinant tau K18 P301L, heparin-induced fibrillization, ThT fluorescence; Potency, µM (doses to about 57.4 µM), inactives show top-dose activity, negative = inhibition, hits mostly inhibitors; actives 2.1% (n = 270,000); AID 1460; also: % is scaled to controls: 0 for no effect and ±100 for the full control effect; nearly all actives have a fitted effect of over 55% in size
Target sequence (P10636 561-689 P618L limits assumed): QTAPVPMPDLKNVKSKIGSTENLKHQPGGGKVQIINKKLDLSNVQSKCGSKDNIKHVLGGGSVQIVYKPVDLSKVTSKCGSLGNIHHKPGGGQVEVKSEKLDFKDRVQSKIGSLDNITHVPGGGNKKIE
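Using a mix of unlabeled (15 uM) and Alexa 594-labeled (0.24 uM) tau K18 P301L, heparin-triggered fibrillization over 6 hr at 37 C was scored by ThT fluorescence.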
TRb SRC2 PPI = inhibitors of human thyroid hormone receptor beta-SRC2 interaction. P10828. Potency, µM (highest dose often 106 µM), for inactives: top-dose activity change, negative = inhibition, actives largely listed as inhibitors. actives 0.065% (n = 280,000). TRbeta-SRC2 peptide binding, fluorescence polarization; receptor liganded with 1 µM T3;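 also: plate controls were bound peptide for no effect and peptide without receptor for full effect; nearly all actives have a fitted effect of over 50% in size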
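Assay buffer: 20 mM Tris-HCl, 100 mM NaCl, 10% glycerol, 1 mM EDTA, 0.01% NP-40, 1 mM DTT, 1 uM T3, 5% DMSO; TRb LBD 0.6 uM, Texas Red SRC2 20 nM; FP after 5 hr.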
TexasRed fluor = counter-screen for TRb-SRC2 inhibitors: fluorescence interference; TRb/SRC2 Texas Red total fluorescence interference; AID 1479; Potency, µM (titrated, usually from 106 µM), without a hit: at the top dose fluorescence change, negative = quenching; actives 0.29% (n = 280,000); active = well fitted curve in either direction with a large enough effect; inconclusive = small, poorly fitted or top-dose-only effect; also: % is scaled to controls: 0 for no effect and ±100 for the full control effect
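Flags fluorescent or light-absorbing compounds by total fluorescence, S + 2P, at 555 nm excitation and 632 nm emission. Mixture: 20 nM Texas Red SRC2 peptide, 0.6 uM human TRb LBD, 1 uM T3, 5% DMSO; compound exposure 5 h at ambient temperature.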
Tau fibril FP = inhibitors of human tau fibril formation; P10636; K18 P301L tau heparin fibrillization, Alexa594 FP, 6 h; Potency, µM (top dose mostly 57.7 µM), without a hit: at the highest dose activity, negative = inhibition, actives largely listed as inhibitors; actives 0.39% (n = 280,000); also: % is scaled to controls: 0 for no effect and ±100 for the full control effect; nearly all actives have a fitted effect of over 55% in size
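K18 P301L tau (15 uM unlabeled/0.24 uM Alexa 594-labeled, final) + compound + heparin 20 uM final; 100 mM NaOAc pH 7; 6 hr 37 C; ThT 30 uM final added, 1 hr RT; FP ex 555/em 632 nm.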
Tau fluor cs = counter-screen for tau fibril formation inhibitors | Potency, µM (series often up to 57.7 µM), without a hit: top-dose activity change, negative = decrease | actives 0.93% (n = 280,000) | tau K18 P301L Alexa594 fluorescence, heparin fibrillization; also: % is scaled to controls: 0 for no effect and ±100 for the full control effect; nearly all actives have a fitted effect of over 55% in size
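Human tau K18 P301L (15 uM unlabeled, 0.24 uM Alexa 594-labeled) in 100 mM sodium acetate pH 7 with 20 uM heparin, 6 hr at 37 C. ThT 30 uM added, 1 hr ambient; Alexa 594 FP and total fluorescence read at 555/632 nm.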
HTT cytoprotect = cytoprotection in Huntington HTT-Q103 PC12 cell model; PC12 HTT-Q103 induced, cytoprotection, ATP luminescence, 40 h; Potency, µM (highest dose often 56.4 µM), inactives show cytoprotection (ATP increase), most hits filed as activators; actives 0.14% (n = 230,000); AID 1471;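 also: % of control where 0% means no effect; nearly all actives have a fitted effect of over 45% in size; toxic huntingtin expression switched on by the ecdysone agonist tebufenozide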
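ATP quantification (ATPlite) reports survival of PC12 cells in which tebufenozide, 100 nM final, switches on Htt exon 1 with 103 glutamines linked to GFP; compounds are titrated.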
RECQ1 helicase = inhibitors of human RECQ1 DNA helicase | P46063 | RECQ1 DNA unwinding, red fluorescence kinetic read | Potency, µM (titrated, usually from 57.3 µM), for the others: top-dose activity, negative = inhibition, hits mostly inhibitors | actives 0.54% (n = 240,000);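 also: plate controls were vehicle for no effect and no enzyme for full effect; nearly all actives have a fitted effect of over 30% in size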
Target sequence (P46063 whole entry, looked up): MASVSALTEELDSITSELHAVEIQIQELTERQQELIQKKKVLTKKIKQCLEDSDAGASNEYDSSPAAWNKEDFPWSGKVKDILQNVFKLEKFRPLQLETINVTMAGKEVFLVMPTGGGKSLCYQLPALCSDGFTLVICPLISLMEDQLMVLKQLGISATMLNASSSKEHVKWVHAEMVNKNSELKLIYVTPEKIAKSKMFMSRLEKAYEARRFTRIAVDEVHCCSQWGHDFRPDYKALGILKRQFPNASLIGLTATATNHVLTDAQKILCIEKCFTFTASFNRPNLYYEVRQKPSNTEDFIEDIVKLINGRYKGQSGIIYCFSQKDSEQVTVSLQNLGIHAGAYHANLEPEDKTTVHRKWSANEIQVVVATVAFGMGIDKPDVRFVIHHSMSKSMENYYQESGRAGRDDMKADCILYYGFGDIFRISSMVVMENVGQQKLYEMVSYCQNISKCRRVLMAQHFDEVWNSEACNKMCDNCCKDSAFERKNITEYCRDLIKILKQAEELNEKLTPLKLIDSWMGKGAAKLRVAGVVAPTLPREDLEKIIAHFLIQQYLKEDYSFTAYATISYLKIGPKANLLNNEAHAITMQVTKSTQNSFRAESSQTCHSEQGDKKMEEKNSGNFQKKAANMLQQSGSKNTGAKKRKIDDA
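RECQ1T1 50 nM; forked duplex (20 bp + 30-nt ss tails) 200 nM, ATP 2 mM final; pH 8.0, 2 mM MgCl2, 2.5 ug/ml poly(dI-dC); 15 min compound preincubation; discontinuous kinetic read over 2 h at RT.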
L3MBTL1 block = inhibitors of human L3MBTL1; Q9Y468; AlphaScreen L3MBTL1–H3K9me1 peptide binding; AID 485360; actives 0.66% (n = 230,000); Potency, µM (titrated, usually from 57.1 µM), without a hit: top-dose activity, negative = inhibition, hits mostly inhibitors; also: % is scaled to controls: 0 for no effect and ±100 for the full control effect; nearly all actives have a fitted effect of over 60% in size
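L3MBTL1 50 nM + b-AHA-H3(1-15)K9me1 75 nM, 30 min RT; compound added, 30 min RT; streptavidin donor/Ni-chelate acceptor beads 10 ug/mL each final, 30 min RT dark; AlphaScreen read.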
* hit, by the source's call; i = inactive; ? = inconclusive; . = not tested or not shown; & = joins results of further samples; [ ] = dose if it differs, or a comment. Unless noted, calls follow the shape of the dose curve; as a rule, active = well fitted curve in the direction sought with a large enough effect; inconclusive = small, poorly fitted or top-dose-only effect, or another doubt; inactive = no such curve, though single readings can be large; an effect the other way counts as inactive or inconclusive. Potency is read from the fitted curve at half-maximal effect. An excerpt; count on the stated rates, not on these rows.

SMILES	Tau ThT inhib	TRb SRC2 PPI	TexasRed fluor	Tau fibril FP	Tau fluor cs	HTT cytoprotect	RECQ1 helicase	L3MBTL1 block
CC(=O)c1cc2c(C)cc(=O)oc2cc1O	-11%	4%	3%	-1%	-9%	7%	5%	.
CCN(CC)S(=O)(=O)c1ccc(C(=O)NCc2ccc3[nH]c4c(c3c2)CCCC4)cc1	-12%	2%	-2%	13%	?	.	-3%	-12%
Cc1ccc2c(c1)N(C(=O)N1CCC(C(=O)NCc3ccccc3F)CC1)CC(C)O2 (stereo unspecified)	-2%	-3%	5%	5%	?	.	.	.
C/C(=N\NC(=O)CCCNc1cccc(C)c1)c1ccncc1	-15%	-3%	-3%	3%	-15%	9%[10 µM]	-1%	-9%
COc1ccccc1CCNS(=O)(=O)c1c(C)n(C)c(=O)n(C)c1=O	10%	-4%	0%	4%	5%	7%	-8%	-3%
Cc1ccc(NC(=O)C(C)OC(=O)c2ccc(NS(=O)(=O)c3ccc(F)c(F)c3)cc2)cc1 (stereo unspecified)	5%	1%	2%	?	-22%	.	-6%	6%
O=C1CCC([N+](=O)[O-])C(c2ccc3c(c2)OCO3)N1 (stereo unspecified)	-3%	0%	-6%	-1%	-8%	-7%[10 µM]	i	11%
O=C(c1cccc(F)c1)N1CCN(C(=O)c2cc(-c3ccc(Cl)cc3Cl)on2)CC1	?	5%	-4%	2%	-11%	-40%[inhibitor]	-1%	-3%
CCNC(=S)N/N=C(\C)c1cccc(C(F)(F)F)c1	-2%	-5%	0%	-10%	-5%	-18%	-12%	-15%
N#Cc1ccc(Oc2cc(C(F)(F)F)nc(-c3ccccn3)n2)cc1	2%	6%	3%	-6%	0%	-22%	0%	-3%
O=C(O)CC1SC(=Nc2ccccc2)N(c2ccccc2)C1=O (stereo unspecified)	-11%	10%	1%	-8%	-7%	1%	6%	.
Cc1cccc(CNC(=O)CCn2c(=O)c3cccn3c3ccc(F)cc32)c1	-14%	3%	6%	1%	-11%	.	.	.
COc1cc(CNc2ccc(CNc3ncn[nH]3)cc2)ccc1OCc1ccccc1	1%	17%	-1%	-1%	0%	10%[10 µM]	-5%	?
CCN1CCN(C(=S)NCCc2ccccc2)CC1	-7%	0%	2%	-3%	1%	-3%	i	-3%
CCCS(=O)(=O)NCCc1csc2nc(-c3ccc(OC)cc3)nn12	-7%	2%	1%	-10%	-10%	.	.	.
CCOC(=O)/C=C/C(=O)Nc1ccccc1C(=O)NC1CCCCC1	-15%	-7%	-1%	0%	-4%	10%[10 µM]	-3%	0%
COc1ccc(CCNc2oc(COc3cccc(C)c3)nc2C#N)cc1OC	?	5%	-2%	11%	?	.	.	.
CCOC(=O)C1CCCN(S(=O)(=O)c2ccc(OC)cc2)C1 (stereo unspecified)	-9%	-4%	-2%	0%	-10%	-8%	-10%	.
CCc1c(C)nc2c(C#N)c[nH]n2c1=O	-12%	4%	-2%	-3%	-7%	-20%	-3%	5%
COc1cccc(C(=O)Nc2nc3nc(-c4ccccc4)cc(=O)n3[nH]2)c1	-5%	3%	-2%	2%	1%	.	.	.
Clc1ccc(CCNC(c2cccc(Cl)c2)c2nnc(-c3ccccc3)o2)cc1 (stereo unspecified)	-11%	-6%	-1%	1%	-15%	.	.	.
Cn1c(SCc2cc(=O)[nH]c(C(C)(C)C)n2)nnc1C(F)(F)F	6%	4%	-3%	-1%	10%	-18%[10 µM]	i	5%
N#CC1=C(N)NC(SCC(=O)c2ccc(Br)cc2)=C(C#N)C12CCCCC2	?	5%	-3%	?	13µM*[quencher]	.	-18%	-19%
COc1ccc(NC(=O)c2cc3n(n2)C(C(F)(F)F)CC(c2ccc4c(c2)OCO4)N3)cc1OC (stereo unspecified)	?	0%	-3%	?	?	11%[0.074 µM]	-16%	2%
Cn1cnc(S(=O)(=O)N2CCC(C(=O)N3CCN(c4cccc(C(F)(F)F)c4)CC3)CC2)c1	0%	8%	-2%	6%	-7%	.	.	.

Complete entries, looked up by structure. Order of values: Tau ThT inhib, TRb SRC2 PPI, TexasRed fluor, Tau fibril FP, Tau fluor cs, HTT cytoprotect, RECQ1 helicase, L3MBTL1 block
Cc1ccc(NC(=O)C(C)OC(=O)c2ccc(NS(=O)(=O)c3ccc(F)c(F)c3)cc2)cc1 (stereo unspecified) across the screens: 5%, 1%, 2%, ?, -22%, ., -6%, 6%
Cc1ccc2c(c1)N(C(=O)N1CCC(C(=O)NCc3ccccc3F)CC1)CC(C)O2 (stereo unspecified) across the screens: -2%, -3%, 5%, 5%, ?, ., ., .

Taken from above:
TexasRed fluor, Cc1cccc(CNC(=O)CCn2c(=O)c3cccn3c3ccc(F)cc32)c1 reads 6%
L3MBTL1 block, N#CC1=C(N)NC(SCC(=O)c2ccc(Br)cc2)=C(C#N)C12CCCCC2 reads -19%
Tau fibril FP, O=C(c1cccc(F)c1)N1CCN(C(=O)c2cc(-c3ccc(Cl)cc3Cl)on2)CC1 reads 2%
TexasRed fluor, COc1cc(CNc2ccc(CNc3ncn[nH]3)cc2)ccc1OCc1ccccc1 reads -1%

Additional structures.
SMILES	Tau ThT inhib	TRb SRC2 PPI	TexasRed fluor	Tau fibril FP	Tau fluor cs	HTT cytoprotect	RECQ1 helicase	L3MBTL1 block
COc1nnnc2c1sc1nc(N3CCOCC3)c3c(c12)CC(C)(C)OC3	-5%	11%	0%	-1%	-5%	1%	-1%	4%
COc1cccc2c1OC(=O)CC2c1ccccc1C (stereo unspecified)	-10%[81.4 µM]	1%	-7%	10%[81.3 µM]	-9%[81.3 µM]	6%[96.6 µM]	-12%[81.1 µM]	.
C[C@@H](C(=O)NCCc1c[nH]c2ccccc12)[C@H]1C[C@]1(C)[C@H](NC(=O)OCc1ccccc1)c1ccccc1	?	-3%&6%	-1%&-2%	?	?	10%	i	-16%
O=[N+]([O-])C(=C1SCCS1)C(=C(Cl)Cl)N1CCCCC1	?	2%	-1%	1%	?	23%	-2%	.
COC(=O)c1ccccc1NC(=O)Nc1cccc(OCc2cc(=O)n3cccc(C)c3n2)c1	3%	1%	2%	4%	3%	.	.	.
C(=N\NC1=Nc2cccc3cccc1c23)/c1ccccc1	2µM*	4%	23%	8%	-23%	.	-16%	-7%
CCn1c(CSc2nc(C)cc(C)n2)nnc1SCC(=O)Nc1nc(-c2ccccc2)cs1	-8%	-1%	-1%	?	5%	-13%[10 µM]	i	.
CCOc1ccc(-c2csc(-c3nc(-c4ccc(Br)s4)cs3)n2)cc1	-5%	4%	-9%	3%	-4%	.	.	.
COc1ccccc1CNC(=O)C1CCCN(S(=O)(=O)c2cccc3cccnc23)C1 (stereo unspecified)	?	-7%	1%	2%	-2%	8%[10 µM]	i	-10%
CCOc1cc(/C=N/n2cnnc2)ccc1OC(=O)c1cccc([N+](=O)[O-])c1	?	1%	-1%	-6%	?	4%	-4%	4%
CCOC(=O)c1cccc(NC(=O)NCCc2c(C)nn(C)c2C)c1	-7%	-3%	0%	1%	-3%	.	.	.
Cc1ccc(Sc2ccc(CN3CCCCC3)cc2[N+](=O)[O-])cc1	-7%	-4%	-5%	1%	-12%	-15%[10 µM]	i	?
Cc1cc(C(=O)Nc2cccc(O)c2)co1	0%	4%	0%	3%	1%	-26%	-11%	.
O=C1CC(c2ccc3c(c2)OCO3)c2cc3c(cc2N1)OCCO3 (stereo unspecified)	-6%	-15%	0%	-10%	-12%	-9%	-2%	?
CCc1cccc(NC(=O)COC(=O)c2cn(CC)c3nc(C)ccc3c2=O)c1	-13%	-1%	4%	-7%	-14%	.	.	.
CCc1cc2c(cc3c(=O)n(CC(=O)NC4CCCCC4)nc(CC)n32)s1	-9%	10%	-11%	-1%	-4%	.	.	.
CCOc1ccc(C2=Nn3c(nnc3-c3ccco3)SC2)cc1	?	-4%	-4%	6%	0%	0%	-6%	-4%
Cc1cccc(OCC(=O)NNC(=O)C2CCCCC2C(=O)O)c1 (stereo unspecified)	4%	3%	2%	-4%	2%	.	4%	-11%
Cn1c(=O)c2c(SCC(=O)NCc3ccco3)nc(-c3ccccc3)nc2n(C)c1=O	8%	0%	-1%	-8%	7%	.	.	.
COc1cc(NC(=O)c2cc3nc(C)cc(C)n3n2)c(OC)cc1Cl	?	-1%	-9%	1%	-10%	14µM*	-14%	-7%
O=C1C2C3C=CC(C2C(=O)N1c1nccs1)C1C(=O)N(c2nccs2)C(=O)C31 (stereo unspecified)	1%	2%	0%	-1%	9%	-55%[inhibitor]	i	.
CCOC(=O)c1ccccc1NC(=O)c1cccs1	-10%	-5%	1%	-11%	-14%	5%	-6%	23%
COc1ccc(N(CC(=O)N/N=C/c2ccc(-c3ccc([N+](=O)[O-])cc3)o2)S(=O)(=O)c2ccc(C)cc2)cc1Cl	?	2%	3%	13%	?	3%	-1%	-3%
CCOc1ncccc1C(=O)OCc1c(F)cccc1Cl	-6%	-8%	-7%	-3%	-12%	-29%	-5%	184%[activator]
COc1ccc(-c2ccc(NS(=O)(=O)c3ccc(OC)c(OC)c3)cc2)nn1	?	-4%	-3%	3%	?	.	.	.

Next part.
SMILES	Tau ThT inhib	TRb SRC2 PPI	TexasRed fluor	Tau fibril FP	Tau fluor cs	HTT cytoprotect	RECQ1 helicase	L3MBTL1 block
Cc1ccc(NC(=O)C(CC(C)C)NC(N)=O)cc1 (stereo unspecified)	1%	-4%	1%	7%	4%	.	-1%	-2%
CC(=O)c1ccc(NC(=O)CSc2nnc(N)s2)cc1	?	-6%	?	-6%	-14%	.	.	.
Cc1occc1-c1nnc(SCC(=O)N2CCCc3ccccc32)n1Cc1ccco1	-8%	0%	1%	7%	-1%	-3%[10 µM]	10%	.
O=C(Nc1nnc(-c2ccncc2)o1)c1cccc(N2C(=O)CCC2=O)c1	-2%	2%	-1%	0%	4%	-4%	-1%	.
CCc1ccc(NC(=O)CC2C(=O)N(c3cccc(OC)c3)C(=O)N2Cc2ccco2)cc1 (stereo unspecified)	9%	-6%	-1%	-7%	-11%	.	.	.
O=C(CSc1nnc(CNC(=O)c2cccs2)o1)NCc1ccc(F)cc1	-2%	-4%	-4%	4%	-1%	3%	-2%	.
